PGE2 EP2 inh: EP2 receptor (human) inhibition. inhibition, % at 25 µM. C6 glioma cells expressing human EP2, cAMP TR-FRET; cells stimulated with saturating PGE2. hit rate 0.52% among 260,000. AID 1422;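 active = percent inhibition above 40 after rounding to a whole number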;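 also: rat C6 glioma host cells with rolipram phosphodiesterase inhibitor present; the protocol text gives 20 µM as final concentration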
Target sequence (P43116 whole entry, looked up): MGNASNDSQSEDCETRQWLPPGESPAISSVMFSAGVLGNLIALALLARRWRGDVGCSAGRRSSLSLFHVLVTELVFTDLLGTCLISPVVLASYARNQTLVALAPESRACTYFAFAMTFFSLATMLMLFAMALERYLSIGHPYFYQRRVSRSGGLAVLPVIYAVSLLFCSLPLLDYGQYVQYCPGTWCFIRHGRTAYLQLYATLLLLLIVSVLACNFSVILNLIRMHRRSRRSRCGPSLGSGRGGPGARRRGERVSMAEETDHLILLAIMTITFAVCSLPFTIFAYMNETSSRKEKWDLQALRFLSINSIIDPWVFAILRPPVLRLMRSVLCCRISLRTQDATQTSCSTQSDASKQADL
EP2 modulator: modulators of human EP2 prostaglandin E2 receptor. P43116. EP2-expressing cells, cAMP HTRF FRET, PGE2 co-stimulation. induction, % at 25 µM. hit rate 0.83% among 260,000. AID 940;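 active = compounds whose cAMP rise, as percent of the full-agonist control response, exceeds 60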;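 also: rat C6 glioma line stably carrying human EP2 under a CMV promoter; the protocol text gives 20 µM as final concentration; 100% = response of wells given 1 µM PGE2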
* = called active by the depositor; & = joins results of further samples. These rows are one share of the data; the hit share may differ from the screen's.

smiles	EP2 modulator	PGE2 EP2 inh
CCCOc1c(CN2CCC(NC(C)=O)(c3ccccc3F)CC2)cccc1OC	-32	8
Nc1cc(N)cc(C(=O)Nc2nccs2)c1	-10	8
CCc1c(C)sc2nc(-c3ccc(OC)cc3)nc(SCCOC(N)=O)c12	25	7
O=C(O)c1cn(-c2ccc(F)cc2)c2cc(N3CCNCC3)c(F)cc2c1=O	28	12
Cc1nc2c(c(=O)[nH]1)CN(Cc1cccc(Oc3ccccc3)c1)CC2	-41	8
CCc1nnc(NC(=O)CN2CCCCCC2)s1	-36	8
CN1CC23C=CC(O2)C(C(=O)N2CCC4(CC2)NC(=O)c2cccnc2N4C)C3C1=O (centres undefined)	-14	5
CCCOc1ccc(/C=C/c2nc(O)c([N+](=O)[O-])c(=O)[nH]2)cc1OCC	-7	12
COc1ccccc1NC(=O)CN1CCC(c2ccc(OC)c(OC)c2)CC1	-35	3
Cc1ccc2cc(CN(Cc3ccc4c(c3)OCO4)S(=O)(=O)c3ccccc3)c(=O)[nH]c2c1	26	11
CCc1cc2cc(OC)ccc2nc1SCC(=O)Nc1ccccc1C(F)(F)F	18	11
C=CCOC(=O)C1=C(C)NC(C)=C(C(=O)OCC=C)C1c1cccc(OC)c1	36	12
Cc1cccc2cc(CN(Cc3ccc4c(c3)OCO4)C(=O)Nc3ccc(F)cc3)c(=O)[nH]c12	36	11
Cn1c(COc2ccc(Cl)cc2)nnc1SCC(=O)N1CCCCC1	7	10
COCCOc1ccc(CN2CCc3onc(-c4ccc(F)c(F)c4)c3C2)cc1	-17	6
NC1(C(=O)O)CCc2cc(C(=O)O)ccc21 (centres undefined)	-3	7
COc1ccc(NC(=O)CSc2nc(C)nc3sc(C)c(C)c23)cc1	-27	15
CCc1nnc(NC(=O)c2nc3c(nnn3Cc3cc(C)ccc3C)c(=O)[nH]2)s1	-13	7
COc1ccc(NC(=O)CSc2nc(N)c3c(C)c(C)sc3n2)cc1OC	7	13
CC(NC(=O)CCN1Cc2ccccc2C1=O)c1ccc2c(c1)CCC2 (centres undefined)	-42	6
COc1cc2cc(CN(Cc3ccccc3)C(=O)c3cccs3)c(=O)[nH]c2cc1OC	-4	10
O=C(Cn1c(-c2cccs2)cc2cccnc21)NC1CC1	-14	10
COc1cccc(CNC(=O)C2CCN(c3nc(C)cc(C)n3)CC2)c1	-40	8
CCOc1ccccc1NC(=O)C1CCCN(c2c(C)c(C)nc3ncnn23)C1 (centres undefined)	10	5
COc1ccc(C2C3=C(CCCC3=O)N(C)C3=C2C(=O)CCC3)cc1OC	-28	4
CC(=O)N1CCCC1C(=O)O (centres undefined)	11	6
COc1ccc2cc(CN(CCO)C(=S)Nc3ccc(F)cc3)c(=O)[nH]c2c1	-95	17
CCC(C)NC(=O)C1CC(=O)N(c2ccccc2F)C1 (centres undefined)	32	15
CCC(c1nnnn1C1CCCC1)N(Cc1ccc(F)cc1)Cc1cc2cccc(C)c2[nH]c1=O (centres undefined)	51	19
CCNC(=O)c1cc2c(=O)n3cc(C)ccc3nc2n(CCc2ccccc2)c1=N	-4	15
CC(C)NC(=O)Cn1c2ccccc2n2c(SCC(=O)Nc3ccc(N4CCCC4)cc3)nnc12	-1	6
COc1ccc(CN(Cc2cc3c(C)cc(C)cc3[nH]c2=O)C(=O)Nc2ccc(OC)cc2)cc1	10	8
Cc1ccccc1-c1ncc(CN(C)CCN2CCCCC2)cn1	2	7
COc1ccccc1NC(=O)C1=C(C)NC2=C(C(=O)CCC2)C1c1ccccc1F (centres undefined)	7	14
CC1(C)CC(N(Cc2ccc(F)cc2)Cc2cccnc2)CC(C)(C)N1	-64	2
c1ccc(CCn2nnnc2CN2CCCCCC2)cc1	12	5
CC(C(=O)O)n1cc([N+](=O)[O-])cn1 (centres undefined)	13	6
Cc1cc2nc(C3CCCN3C(=O)Cc3ccc(-n4cnnn4)cc3)[nH]c2cc1C (centres undefined)	-18	7
Cn1c(=O)c2c(nc(SCC(=O)N3CCc4ccccc43)n2Cc2ccc(Cl)cc2)n(C)c1=O	21	23
O=C1NC(c2ccccc2Cl)C(C(=O)c2cccs2)=C1O (centres undefined)	4	10
C=CCc1cccc(O)c1/C=N/c1sc2c(c1C(N)=O)CCCC2	-22	9
COc1ccccc1OCc1nnc(SCC(=O)Nc2nc(C)cs2)n1C	4	9
O=C1NC2(CCN(Cc3cccc(F)c3)CC2)Oc2ccccc21	-11	7
COc1ccc(C2CCN(CC(=O)N3CCOCC3)CC2)cc1	-5	5
CCCn1c(SCC(=O)Nc2ccc(C)c(C)c2)nnc1-c1ccccn1	-37	15
CCOc1ccc2cc(C#N)c(SCC(=O)NC3CCCCC3)nc2c1	41	21
O=C(c1nsc(Cl)c1Cl)N1CCCC(c2[nH]ncc2-c2ccncc2)C1 (centres undefined)	-4	5
COCCN1CCN(c2c(C)c(C)nc3c(-c4ccc(F)cc4)c(C)nn23)CC1	-28	13
O=c1[nH]c(=O)c2cc(Cl)cc(Cl)c2[nH]1	22	7
COc1ccc(NC(=O)c2ccco2)cc1NC(=O)c1ccccc1F	-26	4
C[N+]1(C)Cc2ccccc2C1	0	9
Cc1ccc(S(=O)(=O)N(Cc2cc3cc4c(cc3[nH]c2=O)OCO4)C2CCCC2)cc1Cl	-14	6
CCSc1nc2c(c(=O)[nH]c(=O)n2C)n1C(C)C	23	11
COCCCNC(=O)c1cc2c(n(-c3ccc(Cl)cc3)c1=O)CC(C)(C)CC2=O	-8	7
CCc1ccc(CNCCNC(=O)c2ccco2)cc1	-88	10
C=CCn1c(Cc2ccccc2)nnc1SCC(=O)Nc1ccc(OC)cc1	29	9

(continued)
smiles	EP2 modulator	PGE2 EP2 inh
Cc1ccc(N(CC(=O)Nc2ccc3c(c2)OCCO3)S(C)(=O)=O)c(C)c1	-17	15
CCS(=O)(=O)Nc1ccc(-c2nnc(SCC(=O)Nc3ccc(OC)cc3)o2)cc1	-27	8
COc1ccccc1N1CCN(C(=O)/C=C/c2cc(OC)c(OC)c(OC)c2)CC1	2	16
O=C(/C=C/c1cccs1)NC(=S)N1CCN(c2ccccn2)CC1	-102	18
COCCNC(=O)C(=O)NCCc1c[nH]c2ccccc12	-86	8
O=C(CN1C(=O)[C@H]2CCCN2C(=O)c2ccccc21)N1CCCCCC1	-1	2
CCOc1ccc2nc(NCCCNC(=S)NCCOC)c(C#N)cc2c1	-56	12
O=C(Cn1cnc([N+](=O)[O-])c1)Nc1ccc(Cl)cc1Cl	-8	11
CCn1c(SCCN2CCOCC2)nc2ccccc2c1=O	60	10
NC(=O)C(=O)O	10	6
COc1ccc(OC)c(N=c2oc3ccccc3cc2C(=O)Nc2nccs2)c1	41	10
c1csc(CNc2ccc(NCc3cccs3)cc2)c1	-93	16
CC(NC(=O)c1ccccc1)(C(=O)O)C(=O)O	0	12
COC1CCCC(C(=O)N2CCC[C@H]2Cn2nc(-c3ccc(F)cc3)ccc2=O)C1 (some centres undefined)	-14	4
COc1cccc2cc(C(=O)N(Cc3ccc(F)cc3)CC3CCCO3)c(=O)oc12 (centres undefined)	-2	19
O=C(NCCNCCO)c1ccco1	-4	9
COc1ccc(NC(=O)C2CC(=O)N(c3cccc(C(F)(F)F)c3)C2)cc1 (centres undefined)	-56	10
CC1CCCN(c2nc3c(c(=O)[nH]2)CN(Cc2ccc(N4CCOCC4)cc2)CC3)C1 (centres undefined)	-14	2
Cc1cccc(C)c1NC(=O)CCCSc1nc(-c2ccco2)cc(C(F)(F)F)n1	-36	15
CCOc1ccc(C(=O)Nc2ccc(N3CCN(C(=O)C(C)C)CC3)c(Cl)c2)cc1	-20	10
CN(C)CCNC1CS(=O)(=O)CC1O (centres undefined)	9	11
CC1CCCCN1C(=O)CSc1nc(C2CC2)nc2ccccc12 (centres undefined)	32	18
COc1ccccc1CN(CCCn1ccnc1)Cc1cccnc1	-14	9
CCOC(=O)COc1ccccc1C1C(C#N)=C(N)OC2=C1C(=O)CC(C)(C)C2 (centres undefined)	-1	6
CC1(C)Cc2c(c(N3CCOCC3)nc3oc(C(=O)c4ccccc4)c(N)c23)CO1	6	15
OC1(c2ccc(F)cc2)CCC2CN(CC3CC3)CC21 (centres undefined)	0	6
COCCSc1nnc(NC(=O)c2cccc(F)c2)s1	-26	10
COc1cccc(NC(=O)CSc2nnc(-c3ccc(S(=O)(=O)N4CCOCC4)cc3)o2)c1	-7	9
COc1ccc(C(=O)NC(=S)Nc2ccc(S(=O)(=O)Nc3nc(C)cc(C)n3)cc2)cc1	-98	70*
Cc1cc2cc(CN(Cc3nnnn3CC3CCCO3)C3CCCCC3)c(=O)[nH]c2cc1C (centres undefined)	-3	11
O=C(Nc1cc(Cl)ccc1Cl)C1CCN(C(=O)c2cccs2)CC1	-10	11
Cc1ccc(C)c(NC(=O)c2ccc3nccnc3c2)c1	-54	13
O=C(COc1ccc(F)cc1)OCCN1CCCCC1	19	7
COc1ccc(C(c2nnnn2C(C)(C)C)N2CCN(c3cccc(C)c3C)CC2)cc1OC (centres undefined)	24	14
CCC(=O)OCCCNC(=O)c1cc2ccccc2oc1=O	-3	4
COCCNC(=O)C1CCCN(S(=O)(=O)c2ccc(OC)c(Cl)c2)C1 (centres undefined)	-25	10
CC[C@@H](Cn1nc(-c2ccc(F)c(F)c2)ccc1=O)NC(=O)c1cnccn1	9	10
CN=C1NC(=O)CC(C(=O)Nc2ccc(F)c(Cl)c2)S1 (centres undefined)	-34	6
CC1(C)CC(N(Cc2ccccc2)Cc2cccnc2)CC(C)(C)N1	-36	7
O=S(=O)(NC1CCCCC1)c1ccc(S(=O)(=O)N2CCCCC2)cc1	-76	10

Full records from above.
Shown for `CC1(C)CC(N(Cc2ccccc2)Cc2cccnc2)CC(C)(C)N1` : EP2 modulator = -36; PGE2 EP2 inh = 7
Shown for `COc1ccc(C(c2nnnn2C(C)(C)C)N2CCN(c3cccc(C)c3C)CC2)cc1OC` (centres undefined) : EP2 modulator = 24; PGE2 EP2 inh = 14

Returning to the listing; the 3 compounds before the break are reprinted first.
smiles	EP2 modulator	PGE2 EP2 inh
CN=C1NC(=O)CC(C(=O)Nc2ccc(F)c(Cl)c2)S1 (centres undefined)	-34	6
CC1(C)CC(N(Cc2ccccc2)Cc2cccnc2)CC(C)(C)N1	-36	7
O=S(=O)(NC1CCCCC1)c1ccc(S(=O)(=O)N2CCCCC2)cc1	-76	10
C=CCn1c(-c2cc3ccccc3o2)n[nH]c1=S	-10	16
Cc1cccc(C2(O)CCN(C(=O)c3cnn(-c4ccc(F)cc4)c3)CC2)c1	-98	9
CC(C)(C)NC(=O)C(c1ccncc1)N(C(=O)c1csnn1)c1ccc(F)cc1 (centres undefined)	-10	8
Cc1cc(C)c2c(N)c(C(=O)Nc3ccc(N(C)C)cc3)sc2n1	-65	9
COc1ccc(NC(=S)N(Cc2cc3cc(C)c(C)cc3[nH]c2=O)C2CCCCC2)cc1	-1	3
Cc1c(C)c2ccc(OCC(=O)Nc3ccccc3)c(C)c2oc1=O	-71	15
O=C(O)c1ccccc1Nc1ccccc1	9&-13	9&14
COc1ccccc1NC(=O)C1=C(C)Nc2nnnn2C1c1ccc(Cl)cc1Cl (centres undefined)	-31	9
CCCOc1ccc(C(=O)Nc2nccs2)cc1	-19	14
O=C(CNC(=O)c1cccs1)NCC(=O)OCc1ccc(Cl)c(Cl)c1	-73	11
C=CCOc1ccc(Cl)cc1C(=O)NC(C)c1nc(-c2cccnc2)n[nH]1 (centres undefined)	-13	9
Cc1ccc(C2NC(=O)C(O)=C2C(=O)c2cccs2)cc1 (centres undefined)	-8	13
CCC1CCCCN1C(=O)CSc1nnc(-c2cccc(C)c2)o1 (centres undefined)	-31	7
Cc1cc(C)c2c(c1)-c1c(ssc1=S)C(C)(C)N2C(=O)Cn1nc(C)cc1C	31	10
Cn1c(=O)sc2cc(S(=O)(=O)N3CCN(C4CCCCC4)C(=O)C3)ccc21	-25	5
Cc1ccc2cc(C#N)c(NCCCNC(=O)C34CC5CC(CC(C5)C3)C4)nc2c1C	-3	5
COc1ccc(CCN(Cc2cc3cc(C)ccc3n3nnnc23)C(=O)N(C)C)cc1OC	-29	12
COCCn1c(Cc2ccccc2)nnc1SCC(=O)N1CCCC1	-4	11
Cc1ccc(CNC(=O)COc2ccc(S(=O)(=O)N3CCCC3)cc2)cc1	-12	6
O=C(CSc1nnc2c3c4c(sc3ncn12)CCCC4)Nc1ccccc1N1CCOCC1	34	10
CCc1nc(SCC(=O)c2ccccc2)c2c(C)c(C)sc2n1	59	12
COc1ccc(CN(Cc2ccncc2)Cc2cc3ccc(C)cc3nc2OC)cc1	-52	6
Cc1ccc2c(c1)C(O)CC1(CCN(CC(O)c3ccc4c(c3)CCC4)CC1)O2 (centres undefined)	-61	8
CCC(c1nnnn1CCOC)N(Cc1cc2c(C)cc(C)cc2[nH]c1=O)C1CCCC1 (centres undefined)	-9	6
CCc1nn(CC(=O)NCC2CC2)c(=O)c2cc3oc(C)cc3n12	-28	12
CCCn1c(SCC(=O)Nc2ccc3c(c2)OCCO3)nnc1-c1ccoc1C	-29	5
c1ccc([P+](CC[P+](c2ccccc2)(c2ccccc2)c2ccccc2)(c2ccccc2)c2ccccc2)cc1	18	45*
CN(C)CCCN=C(N)N	-1	8
